Screening data: PubChem, several laboratories
BoNT A protease: blocks Botulinum neurotoxin A light chain protease | hit rate 0.17% among 360,000 | multiplex microsphere protease substrate cleavage, flow cytometry | inhibition, % at 10 µM; note: plate controls were buffer without enzyme for full effect and enzyme alone for no effect
TcdB inh: blocks C. difficile toxin B glycohydrolase activity; P18177; AID 652162; hit rate 0.24% among 350,000; TcdB glycohydrolase enzymatic assay, plate reader; inhibition, % at 9.99 µM; in the data active = inhibition above about 10%
PfHsp40 rescue: restores yeast growth despite PfHsp40 toxicity; hit rate 0.68% among 340,000; growth rescue, % at 12.5 µM; S. cerevisiae expressing PfHsp40, growth rescue, ATP luminescence; in the data active = growth rescue above about 28%, passing the limit was not always enough; inconclusive = no clear call, values can overlap the other calls;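 note: yeast W303a lacking pdr1 and pdr3 grown in galactose medium; growth measured after three days at 30 °C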
Y pestis TopoI: inhibitors of Yersinia pestis topoisomerase I | Y. pestis Topo-I cleavage product accumulation, plate reader | activity, % at 10 µM | hit rate 0.064% among 360,000 | AID 504884; in the data active = activity above about 50%, passing the limit was not always enough; inconclusive = no clear call, values can overlap the other calls; note: inactives centre near 2
PrPC TRFRET: cell surface PrPC inhibition, primary TR-FRET screen; AID 720596; P04156; TR-FRET read-out; inhibition, % at 13.8 µM; hit rate 0.43% among 370,000; in the data active = inhibition above about 24%; note: 0% = median of the test wells and 100% = reference compound wells
SARS 3CLpro inh: SARS-CoV 3CLpro protease inhibition; P0C6X7; recombinant SARS-CoV 3CLpro, quenched FRET peptide cleavage; inhibition, % at 6 µM; hit rate 0.14% among 290,000; AID 1706; in the data active = inhibition above about 12%
Vc quorum ag: quorum light induction in luxS cqsA deficient V. cholerae; V. cholerae BH1578 lux reporter, luminescence, 6 h; AID 588436; hit rate 0.16% among 350,000; activation, % at 18.7 µM; in the data active = activation mostly above about 9.7%, no sharp cut-off; inconclusive = no clear call, values can overlap the other calls; inactive = mostly below about 3.7%; note: not every result past the cut was called active; inactives centre near 0; reference of the scale not given here
SSB-PriA inh: K. pneumoniae PriA-SSBct interaction inhibition | AlphaScreen SSBct-PriA binding, biotinylated peptide | inhibition, % at 33 µM | hit rate 0.6% among 430,000 | AID 1272365; in the data active = inhibition mostly above about 37%, no sharp cut-off; inactive = mostly below about 20%;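 note: plate controls were negative control peptide for no effect and reference peptide for full effect; strong numbers were not always called active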
Anthrax LF inh2: blocks Bacillus anthracis lethal factor protease; P15917; multiplex microsphere protease cleavage assay, LF; inhibition, % at 10 µM; hit rate 0.12% among 360,000; note: plate controls were buffer without enzyme for full effect and enzyme alone for no effect
Target sequence (P15917 whole entry, looked up): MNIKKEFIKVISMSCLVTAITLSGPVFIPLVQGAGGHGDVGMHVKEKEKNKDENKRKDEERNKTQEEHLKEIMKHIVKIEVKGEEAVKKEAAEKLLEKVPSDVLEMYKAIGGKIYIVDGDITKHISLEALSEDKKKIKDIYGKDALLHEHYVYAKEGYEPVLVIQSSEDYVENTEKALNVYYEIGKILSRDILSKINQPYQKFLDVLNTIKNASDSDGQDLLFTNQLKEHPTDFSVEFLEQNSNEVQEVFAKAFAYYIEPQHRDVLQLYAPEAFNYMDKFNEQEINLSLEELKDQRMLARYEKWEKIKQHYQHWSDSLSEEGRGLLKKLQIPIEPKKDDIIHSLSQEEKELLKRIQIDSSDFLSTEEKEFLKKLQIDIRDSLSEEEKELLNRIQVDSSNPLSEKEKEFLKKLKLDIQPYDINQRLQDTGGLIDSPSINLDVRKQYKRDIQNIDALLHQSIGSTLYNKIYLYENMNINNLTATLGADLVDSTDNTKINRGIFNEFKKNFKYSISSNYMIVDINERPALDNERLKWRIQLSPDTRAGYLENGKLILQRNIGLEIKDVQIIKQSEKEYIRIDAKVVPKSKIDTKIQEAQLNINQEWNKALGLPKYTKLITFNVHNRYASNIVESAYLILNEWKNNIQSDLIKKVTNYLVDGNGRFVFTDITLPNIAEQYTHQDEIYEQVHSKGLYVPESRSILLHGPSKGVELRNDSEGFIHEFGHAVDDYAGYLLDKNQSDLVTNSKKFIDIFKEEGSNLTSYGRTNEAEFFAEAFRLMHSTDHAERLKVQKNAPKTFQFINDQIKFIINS
* marks the source's active call; other numbers are inactive results; i = inactive; u = inconclusive; x = no result given. Cut-off read from the data, not from the text of the source, unless noted: active = inhibition above about 30%; inconclusive = no clear call, values can overlap the other calls; inactive = below that.

Assay codes: A = BoNT A protease; B = TcdB inh; C = PfHsp40 rescue; D = Y pestis TopoI; E = PrPC TRFRET; F = SARS 3CLpro inh; G = Vc quorum ag; H = SSB-PriA inh; I = Anthrax LF inh2
CCC(C)(C(=O)NC1CCCC1)N(Cc1cccs1)C(=O)c1ccccn1 (stereo not drawn)
  A: 0.1	B: 0.6	C: 1.1	D: -1	E: 10	F: -2	G: -0.3	H: -2	I: -1
CCCCn1c(SCC(=O)Nc2cc(C)on2)nnc1-c1ccco1
  A: -0.2	B: x	C: -1.3	D: 0	E: -3	F: 4	G: x	H: -6	I: -1
C[C@]12CCC[C@H](O1)c1c(cc3c(c1O)C(=O)c1c(O)cc(O)cc1C3=O)O2
  A: 9.0	B: x	C: -0.6	D: -12	E: 3	F: x	G: -0.4	H: 38	I: 11
CCC(=O)NCCc1nc2cc(NC(=O)Nc3ccccc3)ccc2n1C
  A: -1.3	B: 1.0	C: -1.0	D: -1	E: 5	F: 3	G: i	H: 0	I: 11
CC(=O)N1C(=O)C2(C(C#N)=C(N)Oc3cc(C)oc(=O)c32)c2ccccc21 (stereo not drawn)
  A: 0.2	B: x	C: 0.6	D: 2	E: -1	F: 6	G: 1.8	H: -11	I: 0
CC(=O)NC(c1cccc(F)c1)c1nc(-c2cnc3ccccc3c2)cs1 (stereo not drawn)
  A: 0.3	B: -0.6	C: x	D: 12	E: 7	F: x	G: -0.7	H: x	I: -3
COc1cccc(/C=N/NC(=O)C(=O)N2CCCCCC2)c1O
  A: 1.6	B: -0.8	C: 0.2	D: -7	E: 8	F: -1	G: 0.7	H: x	I: 0
Cc1csc(Nc2nc(N)c(C(=O)Nc3cc(Cl)ccc3F)o2)n1
  A: 3.1	B: 1.1	C: -1.2	D: 26	E: -6	F: -2	G: -0.6	H: 9	I: -2
Cc1ccc2nc(N(CCCN(C)C)C(=O)c3sc4ccccc4c3Cl)sc2c1
  A: -2.2	B: x	C: 3.0	D: -19	E: 20	F: 1	G: -0.3	H: 35	I: -2
O=C(CN1CCN(C(=O)c2cccc(S(=O)(=O)N3CCCC3)c2)CC1)Nc1cccc(F)c1
  A: x	B: -0.5	C: 0.6	D: 15	E: 4	F: x	G: i	H: -6	I: x
Clc1cccc(CSc2nccn2-c2ccccc2)c1
  A: -0.8	B: x	C: 2.5	D: 20	E: -1	F: 7	G: 9.4	H: 53*	I: -6
Cn1c(SCC(=O)O)nnc1-c1cccc(NC(=O)c2cccc3ccccc23)c1
  A: -0.2	B: 2.1	C: 1.6	D: 5	E: -6	F: 0	G: -0.5	H: 3	I: 4
Cc1ccc(SCCN2CCC(NC(=O)OCc3ccccc3)CCC2=O)cc1 (stereo not drawn)
  A: -0.3	B: 1.1	C: 1.2	D: 7	E: -6	F: -1	G: i	H: -3	I: -2
Cc1ccc(S(=O)(=O)N2CCN(C(=O)C3CCCCC3)CC2)cc1
  A: 0.1	B: 0.6	C: 1.6	D: 0	E: -3	F: -2	G: i	H: -20	I: -1
Cc1cccc(-n2cnc3c(sc4nc(N5CCOCC5)c5c(c43)CCCC5)c2=O)c1
  A: -0.8	B: 0.8	C: 0.7	D: 21	E: -2	F: 1	G: i	H: 0	I: -2
CCNC(=O)n1cc(-n2cncn2)c(-c2ccc(Cl)cc2)n1
  A: 0.9	B: 0.6	C: 0.3	D: 0	E: -1	F: 0	G: i	H: 1	I: 2
Cc1ccn2c(NC3CCCC3)c(-c3ccsc3)nc2c1
  A: -0.3	B: -3.5	C: -0.8	D: 4	E: 2	F: -1	G: i	H: 10	I: 3
O=C(N/N=C/c1ccncc1)NC1CCCCC1
  A: 0.1	B: 0.3	C: -2.2	D: 3	E: -9	F: -1	G: 0.1	H: x	I: 0
COc1cccc(CNC(=O)c2nnn(CC(=O)Nc3cccc(C)c3)c2N)c1
  A: 0.3	B: 0.6	C: -0.2	D: 0	E: 2	F: -3	G: -0.3	H: -11	I: -2
COc1cc(NC(=O)CN2CCC(Cc3ccccc3)CC2)c(C)cc1[N+](=O)[O-]
  A: -0.1	B: x	C: -1.0	D: 21	E: -2	F: 6	G: -3.8	H: 8	I: 0
COc1ccc(-n2nnnc2S(=O)(=O)Cc2ccc(C(=O)O)cc2)cc1
  A: 5.9	B: x	C: -0.1	D: -2	E: 2	F: -1	G: i	H: -7	I: -11
Cc1ccc(C(=O)C2=C(O)C(=O)N(CCCN3CCOCC3)C23C(=O)N(C)c2ccccc23)o1 (stereo not drawn)
  A: -0.6	B: x	C: -1.6	D: -6	E: -11	F: 2	G: -2.6	H: 3	I: -2
CCN(CC)S(=O)(=O)c1ccc(/C=C/C(=O)OCC(=O)NCc2ccc3c(c2)OCO3)cc1
  A: -0.5	B: 0.8	C: 0.4	D: 36	E: -5	F: 3	G: -0.3	H: 4	I: -1
O=C(Nc1ccccc1)c1ccc(CN2CCc3ccccc3C2)cc1
  A: -0.5	B: 1.3	C: -0.8	D: 8	E: 2	F: 0	G: -0.3	H: 4	I: -5
CCc1cccc(C)c1NC(=O)CSc1nnc(Cc2csc(C)n2)o1
  A: -0.5	B: 1.7	C: -0.7	D: 2	E: 3	F: x	G: i	H: -20	I: -5
CCNc1nc(NCC)n2c(SCC(=O)Nc3ccccc3[N+](=O)[O-])nnc2n1
  A: 0.0	B: x	C: -0.8	D: -1	E: -1	F: -2	G: -3.3	H: -9	I: 0
Cc1ccc(S(=O)(=O)N2CCN(c3ccc(C(F)(F)F)cc3[N+](=O)[O-])CC2)cc1
  A: 0.3	B: 0.4	C: -0.5	D: -1	E: 3	F: -1	G: -0.3	H: 31	I: 0
Cc1cc(=O)n2c(n1)NC(Nc1cccc(C)c1C)=NC2c1ccccc1 (stereo not drawn)
  A: -0.4	B: 1.5	C: -0.6	D: -9	E: -2	F: 2	G: -0.4	H: -10	I: -1
O=c1ccc2c(O)c3ccoc3cc2o1
  A: -0.5	B: -1.3	C: -2.1	D: 2	E: 4	F: x	G: 0.1	H: -11	I: 5
O=C(COC(=O)/C=C/c1ccccc1Cl)NCCc1ccc(Cl)cc1Cl
  A: -0.5	B: x	C: -1.0	D: 37	E: 6	F: 8	G: i	H: 7	I: -1
CCOC(=O)CN(Cc1ccc(OC)c(OC)c1)S(=O)(=O)c1ccc(OC)cc1
  A: -0.1	B: 1.5	C: 0.8	D: 8	E: 0	F: 5	G: -0.5	H: -2	I: -1
CC(=O)N1CCC(N(C(=O)Nc2ccc(Cl)cc2)C(C)C)CC1
  A: -0.8	B: 0.9	C: 0.1	D: -7	E: 11	F: -3	G: -0.4	H: -3	I: -4
CCOC(CCNC(=O)c1cn(CCOC)c(=O)c2c1c1ccccc1n2C)OCC
  A: 0.9	B: 21*	C: 0.6	D: -7	E: 6	F: -1	G: -0.2	H: -4	I: -9
CC1(C)CC[C@]2(C)CC[C@]3(C)C4C[C@@H]5OO[C@@]6(O5)C(CCCC6(C)C)[C@]4(C)CC[C@@]3(C)C2C1 (stereo partly drawn)
  A: -0.2	B: x	C: 0.2	D: 6	E: x	F: x	G: -0.5	H: -6	I: -1
CC(C)N(CCNCc1nnc(-c2ccccc2)o1)C(C)C
  A: 0.1	B: 0.3	C: 0.3	D: 5	E: 8	F: 2	G: 3.7	H: -13	I: -2
Cc1ccc(CCNC(=O)C2CCN(S(=O)(=O)c3ccc4c(c3)CCC(=O)N4)CC2)cc1
  A: 0.4	B: -1.4	C: 0.3	D: -6	E: 1	F: -1	G: -0.6	H: -7	I: -5
CC(C)(C)NCCCCOc1ccccc1F
  A: -0.7	B: -1.3	C: 0.1	D: -6	E: -1	F: -3	G: 1.7	H: 4	I: 2
COc1ccc(CCCc2nnc(SCC(=O)NN)o2)c(C)c1
  A: -1.5	B: 1.1	C: 0.4	D: 38	E: -3	F: -3	G: 0.5	H: -7	I: 4
CCC(C(=O)Nc1nccs1)c1ccccc1 (stereo not drawn)
  A: 0.4	B: x	C: 0.4	D: 2	E: 2	F: -8	G: -0.3	H: -8	I: -6
CCS(=O)(=O)Nc1cccc(C2=NN(S(C)(=O)=O)C(c3ccccc3)C2)c1 (stereo not drawn)
  A: -0.8	B: -0.9	C: 0.6	D: 0	E: -2	F: 3	G: -0.2	H: -2	I: 0
O=C(O)c1ccccc1C(=O)c1ccc(Sc2ccc(Cl)cc2)c([N+](=O)[O-])c1
  A: -0.8	B: -4.2	C: 3.7	D: 9	E: 0	F: 8	G: 0.9	H: 1	I: -2
COc1cccc(CC(=O)N(CCC2=CCCCC2)c2c(N)n(Cc3ccccc3)c(=O)[nH]c2=O)c1
  A: -5.8	B: 0.9	C: 0.5	D: 16	E: 4	F: x	G: -1.4	H: 0	I: 4
O=C(Cc1ncc(C(F)(F)F)cc1Cl)NNc1cccc(F)n1
  A: -2.7	B: 1.4	C: 0.6	D: -4	E: 4	F: -2	G: -2.2	H: 1	I: 0
COc1ccc(CN2CCCC(CNC(=O)c3ccc(F)cc3)C2)c(C)c1C (stereo not drawn)
  A: 0.1	B: x	C: 1.2	D: 3	E: -6	F: 2	G: -0.5	H: -9	I: -4
O=C(c1cccc(N2C(=O)C3C4C=CC(C4)C3C2=O)c1)N1CCCc2ccccc21 (stereo not drawn)
  A: -0.6	B: 1.3	C: -0.2	D: 9	E: -2	F: 3	G: 0.5	H: -1	I: -1
CC1CCC(NC(=O)CCS(=O)(=O)c2ccc3c(c2)CC(C)N3C(=O)C2CC2)CC1 (stereo not drawn)
  A: 1.1	B: 0.5	C: -0.7	D: 7	E: -6	F: -1	G: i	H: -5	I: 2
CCN1CCN(C(=O)c2ccc3c(=O)n(CCc4ccccc4)c(=O)[nH]c3c2)CC1
  A: 1.9	B: x	C: -0.8	D: 16	E: x	F: 0	G: -5.6	H: 9	I: -1
Cc1ccc(NC(=O)CSc2nnc3n2CCCCC3)cc1S(=O)(=O)N1CCOCC1
  A: -0.5	B: 1.1	C: x	D: 5	E: 1	F: x	G: -0.6	H: x	I: 0
CC(OC(=O)c1cc(=O)[nH]c2ccccc12)c1ccccc1 (stereo not drawn)
  A: -0.3	B: -1.0	C: 0.3	D: -1	E: 9	F: 1	G: i	H: 9	I: -3
O=C(Cn1cncn1)NCc1ccccc1Br
  A: u	B: x	C: -0.5	D: 2	E: -4	F: 0	G: i	H: -14	I: -3
Cc1ccc(C(=O)NCc2cccc(C(F)(F)F)c2)cc1S(=O)(=O)N1CCCCC1
  A: -2.6	B: 1.5	C: 0.7	D: 3	E: 14	F: x	G: i	H: -9	I: -5
Clc1ccc(-c2csc(-c3ccno3)n2)cc1
  A: -1.1	B: 0.2	C: 4.2	D: 6	E: 6	F: 2	G: i	H: -1	I: 10
COc1cccc(N2CCN(c3ccc4nnc(CCC(=O)Nc5ccccn5)n4n3)CC2)c1
  A: 0.1	B: 1.9	C: 1.0	D: 0	E: -9	F: 0	G: 7.1	H: 0	I: 2

Compound profiles (already shown):
`Cc1ccc(C(=O)NCc2cccc(C(F)(F)F)c2)cc1S(=O)(=O)N1CCCCC1` is listed with BoNT A protease = -2.6; TcdB inh = 1.5; PfHsp40 rescue = 0.7; Y pestis TopoI = 3; PrPC TRFRET = 14; SARS 3CLpro inh = x; Vc quorum ag = i; SSB-PriA inh = -9; Anthrax LF inh2 = -5
`CC1CCC(NC(=O)CCS(=O)(=O)c2ccc3c(c2)CC(C)N3C(=O)C2CC2)CC1` (stereo not drawn) is listed with BoNT A protease = 1.1; TcdB inh = 0.5; PfHsp40 rescue = -0.7; Y pestis TopoI = 7; PrPC TRFRET = -6; SARS 3CLpro inh = -1; Vc quorum ag = i; SSB-PriA inh = -5; Anthrax LF inh2 = 2
`Cc1ccc(NC(=O)CSc2nnc3n2CCCCC3)cc1S(=O)(=O)N1CCOCC1` is listed with BoNT A protease = -0.5; TcdB inh = 1.1; PfHsp40 rescue = x; Y pestis TopoI = 5; PrPC TRFRET = 1; SARS 3CLpro inh = x; Vc quorum ag = -0.6; SSB-PriA inh = x; Anthrax LF inh2 = 0

An excerpt (hit frequency here may not be typical).
